Bioassay records: PubChem BioAssay, The Scripps Research Institute Molecular Screening Center
GAA850 FXN act – FXN promoter activators, primary screen, cell-based, luciferase luminescence, HEK293 lucGAA850 | HEK293 lucGAA850 FXN promoter luciferase reporter, 24 h; percent of 10 µM SAHA response | activation, % at 6 µM | 0.56% of 360,000 active;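 active = activation above the average of all compounds screened plus 3 SD, cutoff fixed separately per campaign, cut at about 7.5% in these data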;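 also: 0% = DMSO wells and 100% = 10 µM SAHA wells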
PLC-gamma1 inh – PLC-gamma1 enzyme inhibitors, primary screen, biochemical, fluorescence, purified enzyme | 1-phosphatidylinositol 4,5-bisphosphate phosphodiesterase gamma-1 (Homo sapiens), P19174 | fluorogenic substrate | inhibition, % at 12.2 µM | 0.84% of 370,000 active | AID 720700, 2013; in the data active = inhibition above about 9.5%
hcDAF12 agonist – H. contortus DAF-12 nuclear receptor activators, primary screen, cell-based, luminescence, HEK293, lit1-tk-luc reporter | activation, % at 6.8 µM | 1.4% of 370,000 active | HEK293 hcDAF-12 lit1-tk-luc reporter; 0% DMSO, 100% Δ7-dafachronic acid;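 active = activation above the mean of all tested compounds plus 3 SD, cut at about 5.5% in these data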;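 also: 100% = response to 3 µM Δ7-dafachronic acid high control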
ADAM10 inh – human ADAM10 inhibitors, primary screen, biochemical, QFRET, HTS; Disintegrin and metalloproteinase domain-containing protein 10 (Homo sapiens), O14672; recombinant ADAM10, EDANS/DABCYL FRET peptide cleavage, 3 h; inhibition, % at 7 µM; 0.62% of 370,000 active; AID 720582, 2013;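 active = inhibition above a per-campaign cutoff equal to the mean of compounds falling between control-based bounds plus 3 SD, cut at about 20% in these data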;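 also: 0% = DMSO wells while the 100% control is not disclosed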
PLC-beta3 inh – human PLC-beta3 inhibitors, primary screen, biochemical, fluorescence. 1-phosphatidylinositol 4,5-bisphosphate phosphodiesterase beta-3 (Homo sapiens), Q01970. Purified PLC-beta3, fluorogenic substrate. inhibition, % at 12.2 µM. 0.18% of 370,000 active; in the data active = inhibition above about 11%;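 also: 0% = median of compound wells on plate and 100% = full blocker control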
Target sequence (Q01970 whole entry, looked up): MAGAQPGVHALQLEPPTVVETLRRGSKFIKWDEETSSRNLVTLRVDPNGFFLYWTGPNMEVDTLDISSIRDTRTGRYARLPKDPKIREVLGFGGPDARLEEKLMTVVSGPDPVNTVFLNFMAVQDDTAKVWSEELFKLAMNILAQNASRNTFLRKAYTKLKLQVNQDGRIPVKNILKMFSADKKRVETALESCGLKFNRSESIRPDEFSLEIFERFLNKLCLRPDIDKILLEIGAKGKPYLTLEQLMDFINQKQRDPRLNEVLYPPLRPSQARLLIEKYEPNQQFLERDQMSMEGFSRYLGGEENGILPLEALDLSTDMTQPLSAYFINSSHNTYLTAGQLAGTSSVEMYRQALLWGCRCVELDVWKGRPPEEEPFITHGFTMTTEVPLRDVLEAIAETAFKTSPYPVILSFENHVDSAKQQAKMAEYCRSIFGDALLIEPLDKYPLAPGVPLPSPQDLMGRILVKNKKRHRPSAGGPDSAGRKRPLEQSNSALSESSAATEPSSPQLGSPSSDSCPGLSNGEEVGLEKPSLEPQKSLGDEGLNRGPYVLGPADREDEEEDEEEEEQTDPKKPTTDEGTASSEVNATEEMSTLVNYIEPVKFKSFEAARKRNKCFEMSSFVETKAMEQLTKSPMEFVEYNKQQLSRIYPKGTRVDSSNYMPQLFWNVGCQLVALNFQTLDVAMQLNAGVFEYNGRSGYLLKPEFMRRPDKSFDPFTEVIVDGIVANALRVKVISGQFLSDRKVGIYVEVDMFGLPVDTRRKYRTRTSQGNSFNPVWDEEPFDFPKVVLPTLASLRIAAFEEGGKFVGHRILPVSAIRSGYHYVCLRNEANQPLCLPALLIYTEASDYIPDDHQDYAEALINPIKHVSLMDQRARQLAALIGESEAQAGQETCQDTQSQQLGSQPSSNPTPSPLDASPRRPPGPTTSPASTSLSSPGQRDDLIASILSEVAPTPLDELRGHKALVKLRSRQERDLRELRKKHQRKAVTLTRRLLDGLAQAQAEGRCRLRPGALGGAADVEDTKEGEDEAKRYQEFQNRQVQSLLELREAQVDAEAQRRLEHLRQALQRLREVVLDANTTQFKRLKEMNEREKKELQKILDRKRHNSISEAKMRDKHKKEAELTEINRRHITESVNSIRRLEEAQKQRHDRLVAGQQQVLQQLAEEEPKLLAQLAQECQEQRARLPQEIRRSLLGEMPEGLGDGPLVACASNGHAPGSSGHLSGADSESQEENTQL
ssDAF12 agonist – S. stercoralis DAF-12 nuclear receptor activators, primary screen, cell-based, luminescence, HEK293, GRIP1 co-expression, lit1-tk-luc | HEK293 ssDAF-12/GRIP1 lit1-tk-luc reporter; % of 3 µM dafachronic acid response | activation, % at 6.8 µM | 1% of 370,000 active | AID 652126, 2013 | Nuclear hormone receptor DAF-12 (Strongyloides stercoralis);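 active = activation above the mean over all tested compounds plus 3 SD, cut at about 0.9% in these data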;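 also: 0% = DMSO-only wells and 100% = 3 µM delta7-dafachronic acid wells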
HGIII-sPLA2 inh – human group III sPLA2 inhibitors, primary screen, biochemical, QFRET, BODIPY PC-A2 liposome substrate | Group 3 secretory phospholipase A2 (Homo sapiens), Q9NZ20 | QFRET BODIPY PC-A2 liposome hydrolysis, fluorescence | inhibition, % at 12.2 µM | 0.56% of 370,000 active | AID 743126, 2013;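 active = inhibition above mean plus 3 SD of compounds lying within the high and low control bounds, cut at about 19% in these data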;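 also: 0% = median of test compound wells and 100% = no enzyme DMSO wells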
hgDAF12 agonist – H. glycines DAF-12 receptor agonists, primary screen, cell-based, luminescence, HEK293, GAL4 fusion, UAS-luciferase | 1.8% of 370,000 active | HEK293 GAL4-hgDAF12 UAS-luciferase reporter, agonist luminescence; normalized to butyrate control | activation, % at 6.8 µM | Nuclear hormone receptor DAF-12 (Heterodera glycines), GAL4 fusion;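 active = activation above a cutoff set at the mean of all screened compounds plus 3 SD, cut at about 10% in these data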;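 also: 0% = DMSO wells and 100% = sodium butyrate wells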
DAX1 inh-1 – DAX1 (NR0B1) inhibitors on StAR promoter, primary screen, cell-based, luminescence, SF-1 (NR5A1), full-length DAX-1. inhibition, % at 6.8 µM. 1.1% of 370,000 active. HEK293T StAR-luciferase reporter, SF-1/DAX-1 repression relief. AID 652010, 2013;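 active = inhibition above the mean over all tested compounds plus 3 SD, cut at about 3.6% in these data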;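 also: 0% = DAX-1 cells with DMSO and 100% = cells lacking DAX-1 with DMSO; higher inhibition means more luminescence from relief of DAX-1 repression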
DAX1 inh-2 – DAX1 (NR0B1) inhibitors, primary screen, cell-based, HEK293, Gal4-DAX1, luciferase luminescence | Nuclear receptor subfamily 0 group B member 1 (Homo sapiens), P51843 | HEK293 Gal4-DAX1 luciferase reporter | inhibition, % at 6.75 µM | 0.99% of 340,000 active | AID 504766, 2011;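 active = inhibition above the mean over all tested compounds plus 3 SD, cut at about 4.2% in these data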;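 also: 0% = DAX1-transfected cells with DMSO and 100% = empty-vector control cells with DMSO; inhibition shows as a rise in luminescence from relieved DAX1 repression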
ADAM17 inh – ADAM17 inhibitors, primary screen, biochemical, QFRET. inhibition, % at 6.95 µM. 0.83% of 370,000 active. recombinant ADAM17, EDANS/DABCYL FRET peptide cleavage;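 active = inhibition above the mean of compounds lying between control limits plus 3 SD, set per campaign, cut at about 8.5% in these data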;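 also: 0% = DMSO-only wells as the low control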
* marks the source's active call; other numbers are inactive results; · = no result given.

SMILES	GAA850 FXN act	PLC-gamma1 inh	hcDAF12 agonist	ADAM10 inh	PLC-beta3 inh	ssDAF12 agonist	HGIII-sPLA2 inh	hgDAF12 agonist	DAX1 inh-1	DAX1 inh-2	ADAM17 inh
O=S(=O)(c1ccccc1)N1CCC(Oc2ccc(-n3cnnn3)cc2)CC1	-0.5	-1	0.1	-7	-5	-1.6	-16	-0.6	-5.3	0.5	-4
C[C@@H]1CN([C@H](C)CO)C(=O)c2cc(Br)cnc2O[C@H]1CN(C)C	0.2	1	-1.1	-3	1	-1.1	1	-1.4	0.1	-0.4	1
C=C(C(=O)Nc1ccccc1)c1ccc(C)cc1	1.2	3	-0.5	-1	2	-1.6	3	1.9	0.1	-0.2	-2
Cc1ccccc1OCCCC(=O)NCc1ccco1	-0.8	4	-1.9	-9	-2	-1.0	4	0.9	-0.7	4.4*	-4
Cc1ccc(S(=O)(=O)Nc2nnc(C(C)(C)C)s2)cc1	-0.6	1	-1.4	-5	-4	-0.1	-11	1.7	-0.8	-1.1	-2
COc1ccc(C(=O)Nc2ccc(-c3n[nH]c(=S)o3)cc2)cc1	2.4	-19	-0.6	8	-31	-0.5	10	5.2	0.9	0.3	-3
O=C(Cc1cccc(C(F)(F)F)c1)Nc1ccccc1N1CCCC1	0.3	-3	-0.1	4	-12	-0.9	14	1.9	-2.5	0.3	-1
O=C(CCCN1C(=O)/C(=C\c2cccs2)SC1=S)NNC(=O)c1ccncc1	-1.9	-1	3.0	-3	1	-0.2	2	0.1	0.3	-1.1	-6
Cn1c(=O)c2c(nc(Cl)n2CC(=O)N2CCCCC2)n(C)c1=O	0.5	-2	1.0	1	1	-1.5	0	1.9	0.4	0.9	-3
CCC(C)N(C(=O)CSc1nnc(-c2ccco2)n1C)C1CCS(=O)(=O)C1 (centres undefined)	1.1	-2	-1.2	-22	-1	-0.8	9	1.9	-1.1	4.6*	-8
O=C(CCN1C(=O)C2C3C=CC(C3)C2C1=O)NCCc1ccccc1Cl (centres undefined)	-1.4	0	-1.2	4	2	-1.0	0	1.4	0.1	0.6	-4
CCN(CC)S(=O)(=O)c1ccc(N=Cc2c(C)c(C#N)c(=O)n(C)c2O)cc1	1.2	-10	1.8	-4	-9	-0.2	3	2.7	0.2	-1.0	-1
CCc1nc2ccc(C(=O)Nc3cccc(OCC(=O)N(C)C)c3)cn2c1N(CCN(C)C)CC1CC1	1.4	7	1.4	-12	-1	-0.8	-3	-1.5	3.0	·	3
O=c1n(Cc2ccccc2Cl)c2sc3c(c2c2ncnn12)CCCC3	-1.4	-1	-1.4	-5	-1	-1.7	-1	-0.2	-0.2	1.1	-2
CCOc1ccc(N(CC(=O)O)S(=O)(=O)c2ccc(OC)c(OC)c2)cc1	0.2	2	-1.4	1	0	-1.4	3	-1.8	0.2	-0.1	1
Cc1[nH]c(C(=O)O)c(C)c1C(=O)OC(C)C	0.2	-1	-2.8	-5	-4	-1.3	4	0.3	-0.9	1.6	-5
Cn1nc(CSc2ccccc2)c(C=O)c1Cl	2.9	1	1.3	-1	3	-1.0	-1	2.3	0.5	0.5	0
COc1cccc(C(=O)CN2C(=O)C(C)(C)Oc3ccc(C(=O)N4CCOCC4)cc32)c1	0.3	-3	-2.0	-10	-7	-0.7	1	0.2	-0.4	-0.9	0
COc1ccc(N(CC(=O)Nc2ccc(S(=O)(=O)N3CCCCC3)cc2)S(C)(=O)=O)cc1OC	0.2	0	-1.0	2	2	-1.0	-33	-0.4	-0.4	-0.5	-1
CCCCCCCCC(=O)N/N=C(\C)c1ccc(O)cc1O	2.2	-6	-2.0	1	-7	-1.8	1	0.1	-0.7	-0.9	1
O=S(=O)(c1ccc(Cl)cc1)N1CCCN(c2nc3ccc(Cl)cc3s2)CC1	-0.4	1	1.4	0	-3	0.5	-4	1.2	-0.2	1.8	0
Cc1cc(NC(=S)NC(=O)CC(C)C)ccc1Br	3.2	-1	-0.4	-2	-1	-0.3	5	0.9	1.1	0.7	0
CC1CCN(C(=O)COC(=O)Cn2cnc3c2c(=O)n(C)c(=O)n3C)CC1	0.8	2	0.4	3	-1	-1.2	-3	0.2	0.5	0.5	-4
O=C(Cc1ccccc1)NCC(=O)N1CCC2(CC1)NCCc1[nH]cnc12	-1.1	1	-0.8	-2	-6	-1.0	3	0.4	-0.2	0.7	-5
CCN(CC)CC(=O)Nc1sc(C)cc1C(=O)c1ccc(C)cc1	0.9	0	0.9	-5	-4	0.2	9	-0.6	-0.6	0.6	-1
COc1ccc(N2CCN(C(=O)[C@H](C)NC(=O)c3ccccc3Cl)CC2)cc1	1.3	0	-2.6	3	-5	-1.1	7	-0.6	-0.1	1.7	-5
Brc1cccc(CSc2nnc(-c3ccncc3)o2)c1	-5.8	-1	-1.3	-10	-5	-1.4	-5	0.8	0.1	-0.9	0
O=C(Cc1ccccc1)Nc1ccc(N2CCN(Cc3ccccc3F)CC2)cc1	-2.1	-4	-1.8	-1	1	-1.4	1	-1.5	-0.9	-0.7	-2
CNC(=O)c1ccc(CNC(=O)OCC(F)(F)F)cc1	2.8	0	-1.1	1	3	-1.0	5	-1.4	-0.2	-0.2	1
CCC1CSC(Nc2ccc(C(=O)/C=C/c3ccc(OC)c(OC)c3)cc2)=N1 (centres undefined)	0.5	-82	-5.5	-18	-80	-2.5	-38	-0.7	-2.9	-4.8	-7
S=c1[nH]nc(CCc2ccccc2)n1-c1ccccc1	5.4	-13	-1.7	6	-10	-1.2	16	-1.4	0.1	-0.6	2
O=C1C2C3C=CC(C4CC34)C2C(=O)N1CCc1ccccc1 (centres undefined)	4.1	0	0.1	0	1	-1.2	-1	3.3	0.7	0.8	-2
COCC(=O)OCC(=O)Nc1cc(C(C)(C)C)nn1-c1ccccc1	-0.6	0	-0.6	8	3	-0.6	-2	-2.5	-0.4	-0.5	-1
COc1ccc(N2CCN(CCC(N)=O)CC2)cc1	0.5	4	-0.6	5	3	-0.8	0	2.2	1.1	0.3	0
COC(=O)c1ccc(NC(=O)c2ccccc2)o1	3.1	-3	-1.0	-9	-3	-0.7	-4	3.4	0.3	0.9	-5
CCCCOc1ccc([N+](=O)[O-])cc1C(=O)O	0.6	3	-0.9	-7	0	-0.9	10	0.2	0.7	1.8	3
COc1ccc(/C=C(\NC(=O)c2ccc(OC)cc2)C(=O)Nc2cccc(C(=O)O)c2)cc1	0.9	-3	0.0	-11	-7	-1.3	5	-1.4	0.1	2.2	-3
O=[N+]([O-])c1c(NCc2ccco2)ncnc1NCc1ccco1	1.4	3	0.8	-4	2	-1.0	4	1.7	-0.2	1.4	-3
Cc1cc(N)n(-c2ncnc3scc(-c4ccccc4)c23)n1	-1.9	2	-1.2	12	0	-0.7	-4	-0.1	-0.3	1.1	-1
O=C(/C=C/c1c(F)cccc1Cl)N1CCc2ccccc2C1	2.0	1	-0.3	5	-3	-0.9	-5	3.4	0.3	1.0	0
O=C(COc1nsnc1N1CCOCC1)Nc1cccc(Cl)c1	1.0	3	-1.6	15	-2	-1.5	-4	-0.7	-0.4	-0.2	-1
COc1cccc(CN2CCN(C3CCN(c4cccc(C)c4C)CC3)CC2CCO)c1 (centres undefined)	-1.8	3	-0.8	11	3	-1.9	-11	-5.3	-1.8	-0.5	-2
N#C/C(=C\c1cccc(OCC(=O)O)c1)c1nc2ccccc2[nH]1	2.2	-103	2.3	-62	-146	-0.2	0	1.1	-0.2	-0.2	-27
CC(C)(C)c1ccc(S(=O)(=O)N2CCCC(C(=O)NCc3cccs3)C2)cc1 (centres undefined)	·	3	-1.2	3	1	-1.7	-3	3.2	-0.8	·	2
COc1ccc(CC(=O)NNc2ncnc3c2cnn3C)cc1	2.0	-2	-0.5	0	1	-1.5	0	-0.1	-0.1	-0.7	1
COc1ccc(OC)c(C2=NOC(C(=O)NCCN3CCOCC3)C2)c1 (centres undefined)	0.1	-4	0.1	-21	-6	-1.3	0	0.2	-0.5	0.1	-12
CC1(C)Cc2c(c(-c3ccccc3)nc3[nH][nH]c(=O)c23)CO1	0.0	-3	0.1	11	-8	-1.3	7	1.8	0.8	-1.1	1
COc1ccc(N2CCN(C(=O)c3ccc4c(c3)CC(c3ccccc3)OC4=O)CC2)cc1 (centres undefined)	-0.3	7	0.0	-10	-10	-0.8	11	-0.9	1.2	-0.3	-5
CN(c1ccccc1C(=O)N1CCc2ccccc2C1)S(C)(=O)=O	1.3	0	1.7	-4	1	-0.5	15	0.7	0.6	-0.3	-2
O=S(=O)(c1ccccc1)c1cnc2ccccc2c1	2.3	1	0.4	-4	7	-0.6	0	3.8	-0.1	1.0	7
CCC1OC(C(C)C)Cc2[nH][nH]c(=O)c21 (centres undefined)	·	3	-1.5	-3	2	-0.9	-2	-1.9	0.4	·	-2
CCN(Cc1ccccc1)C(=O)c1c[nH]c2ccc(S(=O)(=O)N(C)CCC#N)cc2c1=O	1.0	-11	-1.4	-151	-12	-0.9	-2	-2.9	-0.7	0.6	-48
Cc1cc(C)nc(N2N=C(C(F)(F)F)CC2=O)n1	-0.3	2	2.3	0	-6	-0.4	2	-1.2	0.2	1.6	-2
CC(=O)N/C(=N\OCc1ccccc1Cl)c1nonc1NC(C)=O	1.1	-1	-2.5	-8	-2	-0.8	15	0.7	0.1	-1.0	-2
CC1CCc2sc(C(=O)N(C)CC(=O)Nc3cccc(F)c3)cc2C1 (centres undefined)	-0.3	8	-1.8	15	-5	-1.4	-30	0.1	-0.3	-0.3	5

As entered above.
DAX1 inh-2, `CC1CCc2sc(C(=O)N(C)CC(=O)Nc3cccc(F)c3)cc2C1` (centres undefined) : -0.3
ssDAF12 agonist, `COc1ccc(N2CCN(C(=O)c3ccc4c(c3)CC(c3ccccc3)OC4=O)CC2)cc1` (centres undefined) : -0.8
